Source: PubChem BioAssay
human PMI inhibition: inhibitors of human PMI, primary screen, biochemical, fluorescence intensity, coupled assay (AID 1209). inhibition, % at 20 µM, or IC50 in µM where a hit was titrated. 0.42% of 190,000 active. purified PMI enzyme, coupled fluorescence intensity; higher % means a stronger effect;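 further: plate controls were DMSO vehicle for no effect and wells lacking substrate for full effect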
PMI inhibition: human PMI inhibitors, high substrate, primary screen, biochemical, fluorescence intensity, high mannose 6-phosphate (AID 1220); recombinant PMI enzyme, coupled fluorescence intensity; higher % means a stronger effect; one-dose inhibition, % at 20 µM; IC50 in µM for titrated hits; 0.66% of 190,000 active
M1AAP inhibition: P. falciparum M1AAP inhibitors, biochemical, fluorogenic H-Leu-NHMec substrate, 1536-well (AID 1445) | 0.42% of 220,000 active | inhibition, % at 30 µM; hits with a dose series show IC50 in µM | recombinant M1AAP, H-Leu-NHMec fluorogenic kinetic assay; higher % means a stronger effect;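 active means primary inhibition above the hit cutoff, then over 50% inhibition at one or more dose response concentrations, cut at about 23% in these data, passing the limit was not always enough; inconclusive means conflicting primary data, or primary hits not chosen for dose response; inactive means low primary inhibition, or under 50% at every dose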;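 further: plate controls were DMSO full reaction for no effect and no enzyme background for full effect; strong numbers were not always called active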
West Nile antiviral: West Nile virus antiviral activity, cell-based, CPE readout (AID 1621); West Nile virus-infected cells, CPE inhibition; higher % means a stronger effect; CPE inhibition, % at 10 µM; hits with a dose series show IC50 in µM; 0.02% of 290,000 active; in the data active means a potency from the dose series; inconclusive means CPE inhibition mostly from about 3.7% at the one dose, without a potency; inactive means the rest, 99 in 100 with CPE inhibition below about 2.2%; further: strong numbers were not always called active
TNAP activators: human TNAP enzyme activators, primary screen, biochemical, luminescent, no phosphate acceptor, uHTS (AID 1001); activation fold at 20 µM; hits with a dose series show EC50 in µM; 0.03% of 200,000 active; purified TNAP, luminescent activation assay, no phosphate acceptor; higher activation fold means a stronger effect; in the data active means activation fold from about 3, or a potency from the dose series; inactive means the rest, 99 in 100 with activation fold below about 1.6; further: many of its hits are not listed in these tables
RSV CPE inhibition: RSV antiviral activity via CPE protection, HEp-2 cells, primary 10 µM value included (AID 2391). CPE inhibition, % at 10 µM, or IC50 in µM where a hit was titrated. HEp-2 cells, RSV-induced CPE inhibition; higher % means a stronger effect. 0.13% of 310,000 active; in the data active means a potency from the dose series; inconclusive means CPE inhibition mostly from about 23% at the one dose, without a potency; inactive means the rest, 99 in 100 with CPE inhibition below about 21%; further: strong numbers were not always called active
T cell HTS: T cell immune modulation candidate. calls only at 7 µM. 0.068% of 330,000 active. 2C CD8+ T cell-vesicle binding, flow cytometry; stronger effect = lower value. AID 2052;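 active means response, share of CD8 T cells binding vesicles, and their 90th percentile fluorescence all below set limits, cut at about 80% in these data, passing the limit was not always enough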
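Benchmarks: naked versus QL9-loaded vesicles / Assay system: purified 2C TCR transgenic mouse naive CD8+ T cells / Technique: high-throughput flow cytometry with anti-B7-1 and anti-CD8 staining / Timing: Cell–vesicle co-incubation 1.5 h at 37 °C, staining 20 min on ice / Read-out: percent CD8+ FL2 mean versus row control / Probe or stimulus: QL9-loaded Drosophila micro-vesicles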
P. falciparum M17LAP: P. falciparum M17LAP inhibitors, primary screen, biochemical, fluorogenic H-Leu-NHMec substrate, 1536-well (AID 1619) | one-dose inhibition, % at 30 µM; IC50 in µM for titrated hits | 0.38% of 220,000 active | recombinant M17LAP, H-Leu-NHMec fluorogenic kinetic assay; higher % means a stronger effect;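 active means compound inhibiting the enzyme by more than half at any dose during confirmatory dose-response retesting; inconclusive means strong single-dose inhibitors picked by rank but not retested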;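 further: plate controls were full reaction with DMSO carrier for no effect and no enzyme background for full effect; strong numbers were not always called active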
K1F lysis inhibition: protection from phage-mediated lysis, alamar blue read-out – E. coli UTI89, K1F phage, bacterial capsule biogenesis inhibitors (AID 488966); E. coli UTI89 K1F phage lysis, alamar blue, 2 h; higher % means a stronger effect; one-dose inhibition, % at 100 µM; IC50 in µM for titrated hits; 0.02% of 340,000 active;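 active means phage lysis inhibition, versus mean bacterial control, above a set limit; inconclusive means no clear call, values can overlap the other calls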;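 further: capsule biogenesis inhibitors block K1F phage lysis so surviving cells raise fluorescence; higher fluorescence means more inhibition of phage lysis; actives were called in the ten point dose series up to 300 µM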
T cell HTS vesicle-bound %: second read-out of T cell HTS, no call of its own (marks repeat the call); double positive events, %; measured here: CD8+ vesicle-bound cell fraction;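 binding gate set so that unloaded-vesicle control wells show 10% double positive cells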
* = called active by the depositor; i = inactive; ? = inconclusive; · = no result given; [ ] = remark or other dose. Unless noted, no stated cut-off is given here; in the data, active means inhibition above about 50%; inactive means the rest.

Structure,human PMI inhibition,PMI inhibition,M1AAP inhibition,West Nile antiviral,TNAP activators,RSV CPE inhibition,T cell HTS,T cell HTS vesicle-bound %,P. falciparum M17LAP,K1F lysis inhibition
COc1ccccc1C(=O)C1CCCN(C(=O)Nc2ccccc2F)C1 (stereo not drawn),7%,3%,-7%,-0.7%,1,9.8%,i,51,0%,0.2%
COc1ccc(-c2nc(CSCC(=O)NCc3ccc4c(c3)OCO4)c(C)o2)cc1,9%,8%,4%,1.2%,1.2,2.0%,i,32,12%,-0.4%
FC(F)(F)c1cccc(NC(=S)N2CCN(c3cccc(C(F)(F)F)c3)CC2)c1,-4%,-4%,3%,0.1%,1.1,2.3%,i,35,-1%,0.5%
O=C(NNC(=S)NC1CCCCC1)c1sc2ccccc2c1Cl,-5%,-32%,20%,-1.6%,2.2,21%,i,33,13%,4.0%
O=C(Cc1ccccc1)Nc1nnc(-c2cccc([N+](=O)[O-])c2)s1,18%,5%,6%,0.2%,1.1,-0.4%,i,15,4%,-1.2%[50 µM]
CC(=O)N1CCN=C1SCc1cccc(F)c1,·,·,·,0.2%,·,0.6%,i,29,·,0.1%
CCOC(=O)c1c(NC(=O)Cn2nc(C(F)F)cc2C(F)F)sc(C)c1C,24%,20%,3%,-0.5%,1,2.9%,i,53,7%,-0.4%
O=C(c1cccs1)N1CCN(c2ncc(Br)cn2)CC1,·,·,1%,-0.6%,·,1.7%,i,30,2%,0.1%
Cc1c(C(=O)NCCSCc2c(Cl)cccc2Cl)cccc1[N+](=O)[O-],16%,16%,0%,-0.4%,1,1.0%,i,38,2%,0.2%
CCOc1ccc(CNS(=O)(=O)c2c(C(=O)N3CCCC3)c(C)n(C)c2C)cc1OC,·,·,·,-0.1%,·,0.3%,i,9,·,0.5%
CCOC(=O)C(C)Oc1cccc2c(=O)n(CC(=O)NCc3ccco3)ccc12 (stereo not drawn),-9%,-8%,12%,0.9%,1.1,3.7%,i,19,8%,1.8%
CCOc1ccc(C2=NNC(c3cccnc3)=Nc3ccc(OC)cc32)cc1,-41%,-48%,13%,-2.0%,1.1,2.1%,i,22,-5%,0.4%
O=S(=O)(N1CCCCC1)N1CCN(c2ccccc2F)CC1,3%,-4%,1%,-0.8%,1.1,5.0%,i,19,3%,1.3%
COc1ccc(CC(=O)Nc2ccc(-c3nc4cc(C)ccc4o3)c(O)c2)cc1OC,-8%,-13%,4%,·,1.6,2.4%,i,39,-3%,0.1%
COc1ccc(OC)c(C2=NOC(C(=O)N3CCCc4ccccc43)C2)c1 (stereo not drawn),0%,-15%,14%,0.0%,1,0.3%,i,35,-8%,-0.1%
CC1(C)OC1COc1c2ccoc2cc2oc(=O)ccc12 (stereo not drawn),9%,13%,·,-1.3%,1.1,0.6%,i,31,·,0.0%
O=C(CCN1C(=O)/C(=C/c2cccs2)SC1=S)Nc1ccccc1O,·,·,·,-0.2%,·,1.9%,i,18,·,0.3%
Cn1c(=O)c2[nH]c(N=NNc3ccccc3F)nc2n(C)c1=O,·,·,7%,0.0%,·,-0.1%,i,11,-3%,0.7%
COc1ccc(NC(=S)NCCC2=CCCCC2)cc1OC,6%,5%,7%,-2.0%,1.1,7.4%,i,3,2%,-0.2%
O=C(NC1CCCC1)C(c1ccc(F)cc1)N(C(=O)c1csnn1)c1ccccc1 (stereo not drawn),·,·,·,0.0%,·,1.4%,i,16,·,-0.7%
O=C(c1ccc2c(c1)OCCO2)C1CCN(C(=O)Nc2ccc(F)cc2)CC1,·,·,·,-0.2%,·,?,i,37,·,-0.3%
COCCn1c(=N)c(S(=O)(=O)c2ccc(F)cc2)cc2c(=O)n3ccccc3nc21,·,·,·,-0.1%,·,0.3%,i,42,·,0.1%
O=C(NCc1cccc(C(F)(F)F)c1)C1CCCN(c2cnccn2)C1 (stereo not drawn),·,·,·,-0.4%,·,0.5%,i,9,·,0.0%
O=C(Nc1ccnn1C1CCN(C(=O)c2ccc(Cl)cc2)CC1)C1CC1,·,·,·,-0.1%,·,0.9%,i,17,·,0.2%[50 µM]
O=C(CSc1ccc(-c2ccc(F)cc2)nn1)N1CCOCC1,-2%,8%,1%,0.1%,1.1,3.8%,i,38,-7%,-0.1%

Continued.
Structure,human PMI inhibition,PMI inhibition,M1AAP inhibition,West Nile antiviral,TNAP activators,RSV CPE inhibition,T cell HTS,T cell HTS vesicle-bound %,P. falciparum M17LAP,K1F lysis inhibition
COc1ccc(C)cc1NC(=O)C(OC(=O)c1cccc(S(=O)(=O)N(C)c2ccccc2)c1)c1ccccc1 (stereo not drawn),7%,16%,14%,-0.5%,1.1,4.2%,i,29,5%,4.4%
Cn1c(C(=O)NCCCN2CCCCC2)cc2sccc21,-1%,3%,4%,0.1%,1,-0.6%,i,45,-1%,2.9%
CC1(C)OC(=O)N(CC(=O)Nc2cccc(C(F)(F)F)c2)C1(C)O (stereo not drawn),2%,0%,4%,0.0%,1.1,2.9%,i,41,2%,0.7%
COc1ccc(C(=O)NNC(=O)CSc2nnc(COc3ccccc3OC)n2C)cc1,7%,-6%,1%,-0.1%,1.7,0.8%,i,54,-2%,1.9%
Cc1n[nH]c(=O)nc1NCCN(C)C,7%,14%,5%,-0.1%,1.1,0.4%,i,33,-2%,1.6%
Cc1[nH]c(=O)c(C#N)c(C)c1CCC(=O)N(C)CC(=O)Nc1ccc(Cl)c(Cl)c1,·,·,·,0.0%,·,-0.5%,i,19,·,-0.3%
COc1ccc(Cl)cc1-c1nc(N)nc(NC2CCCCC2)n1,4%,8%,10%,-1.1%,1.1,1.2%,i,28,-16%,1.0%[50 µM]
CCCCNC(=O)c1onc(CSc2cc(C)cc(C)c2)c1C(=O)NCCCC,·,·,·,-0.6%,·,-1.6%,i,28,·,-0.7%
Cc1ccc2nccc(C(=O)N3CCCC(Nc4ccc(F)cc4)C3)c2c1 (stereo not drawn),·,·,·,-0.6%,·,0.6%,i,8,·,0.4%[50 µM]
O=C1NCCN1C(=O)c1ccco1,-1%,2%,12%,0.5%,1.1,1.5%,i,24,1%,1.6%
COc1ccc(Oc2nc(C)cc(C)c2S(C)(=O)=O)cc1,6%,1%,3%,·,1.1,-1.4%,i,17,12%,1.8%
CCn1c(COc2cccc(C)c2C)nnc1SCC(=O)N1CCN(c2ccc(OC)cc2)CC1,0%,7%,-3%,-0.9%,0.9,16%,i,47,2%,0.4%
COC(=O)c1cc(NC(=O)c2cc(C(C)(C)C)nn2Cc2ccc(F)cc2)ccc1N1CCOCC1,·,·,5%,1.0%,·,10%,i,38,2%,·
Cc1cccc(-c2n[nH]c(=S)n2C)c1,-4%,-9%,1%,0.2%,0.7,-3.5%,i,40,8%,0.1%
Cc1cccc(NC(=O)CCC(=O)N/N=C/c2ccncc2)c1,11%,3%,2%,0.4%,1,1.4%,i,46,10%,2.1%
C/C(=N\NC(=O)c1cc(O)ccc1O)c1cccc(NC(=O)c2ccc(Cl)cc2)c1,·,·,·,-0.7%,·,0.8%,i,21,·,2.3%
Cc1cc(C)n2c(SCC(=O)N(C)C3CCS(=O)(=O)C3)nnc2n1 (stereo not drawn),-7%,-10%,2%,0.2%,1.1,0.9%,i,34,3%,4.5%
CC(Oc1ccc(Cl)cc1Cl)C(=O)Nc1ccc(S(=O)(=O)Nc2cnc3ccccc3n2)cc1 (stereo not drawn),6%,4%,?,0.0%,0.9,?,i,56,19%,·
COc1cc(NC(=O)c2ccc(S(=O)(=O)N(C)C)cc2)cc(OC)c1OC,6%,20%,3%,0.6%,1.1,-1.6%,i,6,2%,4.3%
Cc1c(C)n(C)c2ccc(C(=O)NCCCN(C)C3CCCCC3)cc12,·,·,·,0.5%,·,0.1%,i,8,·,-0.1%
CC[C@@]12C(=O)N(c3ccc(C)cc3)C(=O)N1[C@H](c1ccc(Br)cc1)[C@@H]1C(=O)N(C(C)(C)C)C(=O)[C@@H]12,·,·,·,-0.6%,·,29%,i,40,·,-0.1%

7 entries picked at random from those above:
Structure,human PMI inhibition,PMI inhibition,M1AAP inhibition,West Nile antiviral,TNAP activators,RSV CPE inhibition,T cell HTS,T cell HTS vesicle-bound %,P. falciparum M17LAP,K1F lysis inhibition
CCn1c(COc2cccc(C)c2C)nnc1SCC(=O)N1CCN(c2ccc(OC)cc2)CC1,0%,7%,-3%,-0.9%,0.9,16%,i,47,2%,0.4%
C/C(=N\NC(=O)c1cc(O)ccc1O)c1cccc(NC(=O)c2ccc(Cl)cc2)c1,·,·,·,-0.7%,·,0.8%,i,21,·,2.3%
Cc1cc(C)n2c(SCC(=O)N(C)C3CCS(=O)(=O)C3)nnc2n1 (stereo not drawn),-7%,-10%,2%,0.2%,1.1,0.9%,i,34,3%,4.5%
CCCCNC(=O)c1onc(CSc2cc(C)cc(C)c2)c1C(=O)NCCCC,·,·,·,-0.6%,·,-1.6%,i,28,·,-0.7%
COc1ccc(Oc2nc(C)cc(C)c2S(C)(=O)=O)cc1,6%,1%,3%,·,1.1,-1.4%,i,17,12%,1.8%
COc1cc(NC(=O)c2ccc(S(=O)(=O)N(C)C)cc2)cc(OC)c1OC,6%,20%,3%,0.6%,1.1,-1.6%,i,6,2%,4.3%
Cc1ccc2nccc(C(=O)N3CCCC(Nc4ccc(F)cc4)C3)c2c1 (stereo not drawn),·,·,·,-0.6%,·,0.6%,i,8,·,0.4%[50 µM]
